From PubChem BioAssay
Efflux pump inh = inhibitors of Candida efflux pumps in yeast, primary screen, S. cerevisiae, Nile Red, multiplex. 330,000 compounds, 0.44% hits. S. cerevisiae Candida pump triplex. inhibition, % at 10 µM;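 active = plate passing quality check with inhibition over a set limit, or well fluorescence over plate mean plus 4 SD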;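 also: Nile Red retained in pooled yeast measured as flow cytometry median fluorescence; 0% = buffer negative control and 100% = Enniatin B positive control; higher means more Nile Red kept so more efflux inhibition; some compounds called inactive have numbers as strong as hits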
CR mimetic SO = reduction of superoxide in aged yeast, primary screen, HTS; S. cerevisiae aged cells, superoxide DHE fluorescence; stronger effect = lower value; superoxide response (% of plate mean), % at 10 µM; 330,000 compounds, 0.18% hits; AID 2690, 2010;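 active = superoxide response under a set limit, about three screen SD below normal, cut at about 65% in these data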;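 also: yeast aged for seven days with compound at 30 °C before DHE staining; 100% = average MFI of all compound-treated wells on the plate with controls excluded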
RPL19A-GFP yeast = RPL19A-GFP expression modulators in yeast, primary screen, cell-based, S. cerevisiae, multiplex flow cytometry, MLPCN; 330,000 compounds, 0.3% hits; percent response vs DMSO, % at 10 µM; S. cerevisiae RPL19A-GFP strain, 3 h; stronger effect = lower value;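 active = percent response vs DMSO below 50%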;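 also: median channel GFP fluorescence of the barcoded RPL19A-GFP strain; ratio of sample median GFP to plate DMSO average so 100% = DMSO; lower means less RPL19A-GFP as with rapamycin TOR inhibition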
AHR act = AHR activators, primary screen, cell-based, luminescence, luciferase reporter, human | Aryl hydrocarbon receptor (Homo sapiens), P35869 | AHR-responsive luciferase reporter cells | AID 2796, 2010 | activation, % at 5 µM | 320,000 compounds, 2.5% hits; in the data active = activation above about 47%;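 also: 0% = vehicle wells and 100% = reference agonist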
Target sequence (P35869 whole entry, looked up): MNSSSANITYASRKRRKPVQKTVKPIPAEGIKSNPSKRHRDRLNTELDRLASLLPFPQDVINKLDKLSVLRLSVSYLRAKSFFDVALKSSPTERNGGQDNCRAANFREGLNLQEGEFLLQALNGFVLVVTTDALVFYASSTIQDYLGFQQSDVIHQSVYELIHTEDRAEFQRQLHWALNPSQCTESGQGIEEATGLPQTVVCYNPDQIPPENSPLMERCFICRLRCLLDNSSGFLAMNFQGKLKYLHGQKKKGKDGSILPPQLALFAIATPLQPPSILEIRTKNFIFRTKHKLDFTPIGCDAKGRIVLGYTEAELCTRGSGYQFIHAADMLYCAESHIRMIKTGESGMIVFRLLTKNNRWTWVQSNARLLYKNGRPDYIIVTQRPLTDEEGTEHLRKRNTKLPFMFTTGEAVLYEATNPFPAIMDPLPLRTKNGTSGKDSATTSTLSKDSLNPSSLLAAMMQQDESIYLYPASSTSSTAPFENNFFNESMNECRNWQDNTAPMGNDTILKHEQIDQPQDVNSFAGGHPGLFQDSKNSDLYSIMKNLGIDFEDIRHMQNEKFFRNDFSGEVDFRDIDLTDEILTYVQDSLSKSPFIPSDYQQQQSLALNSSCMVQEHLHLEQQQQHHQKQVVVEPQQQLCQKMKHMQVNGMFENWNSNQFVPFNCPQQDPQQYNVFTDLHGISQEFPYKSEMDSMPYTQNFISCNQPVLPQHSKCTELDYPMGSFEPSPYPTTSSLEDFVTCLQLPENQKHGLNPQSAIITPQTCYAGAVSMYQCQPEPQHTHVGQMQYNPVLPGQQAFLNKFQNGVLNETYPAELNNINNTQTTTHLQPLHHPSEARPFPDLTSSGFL
LAP4-GFP MLPCN = modulators of LAP4-GFP expression in yeast, primary screen, S. cerevisiae, multiplex flow cytometry, MLPCN library; 3 h; median GFP as percent of DMSO wells; GFP response vs DMSO, % at 10 µM; 320,000 compounds, 0.34% hits; AID 2023, 2009;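 active = GFP response vs DMSO above a set limit, about the screen mean plus 3 SD, cut at about 150% in these data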
CIT2 TOR yeast = modulators of CIT2-GFP expression in yeast, primary screen, S. cerevisiae, GFP fusion, multiplex flow cytometry, MLPCN library; S. cerevisiae CIT2-GFP strain, 3 h; 100 means same as DMSO wells; GFP response vs DMSO, % at 10 µM; 320,000 compounds, 0.065% hits; AID 2029, 2009;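 active = GFP response relative to DMSO above a set limit, near the screen mean plus 3 SD, cut at about 150% in these data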;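 also: ratio of well median GFP fluorescence to mean of DMSO wells on the plate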
AGP1 TOR yeast = modulators of AGP1-GFP expression in yeast TOR pathway, primary screen, cell-based, multiplex flow cytometry, S. cerevisiae, MLPCN library; 3 h; GFP as percent of DMSO wells; GFP response vs DMSO, % at 10 µM; 320,000 compounds, 0.02% hits; AID 2066, 2009;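 active = GFP response relative to DMSO above a set limit, near screen average plus 3 SD, cut at about 150% in these data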;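 also: median GFP channel fluorescence of the gated AGP1 strain per well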
MEP2 TOR yeast = modulators of MEP2-GFP levels in yeast, primary screen, S. cerevisiae, multiplex flow cytometry, MLPCN library. S. cerevisiae MEP2-GFP strain, 3 h; 100% = DMSO control level. 330,000 compounds, 0.51% hits. AID 2016, 2009. GFP response vs DMSO, % at 10 µM;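 active = GFP response versus DMSO above a set limit, roughly screen mean plus 3 SD, cut at about 180% in these data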;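 also: median GFP fluorescence of the barcode-gated MEP2-GFP cells per well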
* marks the source's active call; other numbers are inactive results; nt = no result given.

SMILES	Efflux pump inh	CR mimetic SO	RPL19A-GFP yeast	AHR act	LAP4-GFP MLPCN	CIT2 TOR yeast	AGP1 TOR yeast	MEP2 TOR yeast
Cc1cccc(NC(=O)Nc2ccncc2)c1	0.0	105	101	53*	88	96	94	108
Cc1ccc2c(c1)c1c3n2CCN(CC#N)C3CCC1 (configuration not stated)	-0.1	102	103	44	101	98	98	106
O=C(/C=C/c1ccco1)N1CCN(S(=O)(=O)/C=C/c2ccccc2)CC1	0.1	97	110	-3	107	96	111	108
CN(CC1CCOCC1)C(=O)CC1C(=O)NCCN1Cc1ccc(-c2ccccc2)cc1 (configuration not stated)	0.1	101	96	-3	115	87	97	98
Cc1cc([N+](=O)[O-])nn1CC(=O)NNC(=S)Nc1ccc(F)cc1	0.2	132	111	4	104	101	103	111
COc1ccc(C(=O)NC(=S)NCc2ccccc2)cc1	-0.1	90	97	6	113	94	99	97
Cc1ccc(/C=C2\Oc3c(ccc(O)c3CN3CCN(C)CC3)C2=O)cc1	0.2	107	102	1	91	95	94	96
Cn1c2c(c(=O)n(C)c1=O)CN(Cc1ccc(F)cc1)CN2	0.0	97	107	2	107	100	99	99
CCn1c2ccccc2c2cc(NC(=O)COC(=O)c3cc(Cl)c(N)cc3OC)ccc21	0.1	109	97	73*	118	86	102	95
COc1ccc(-c2cc(C(=O)NNC(=O)c3csc(N4CCOCC4)n3)c3ccccc3n2)cc1	0.0	95	93	-1	101	88	101	100
O=C(NCC(Cl)c1ccc2ccccc2c1)c1c(F)cccc1F (configuration not stated)	-0.1	110	100	1	96	97	99	103
Cn1nnnc1Sc1ncnc2scc(-c3cccc4c3sc3ccccc34)c12	-0.6	98	105	8	96	91	99	99
CC1(c2ccc3ccccc3c2)NC(=O)N(CC(=O)O)C1=O (configuration not stated)	0.2	125	99	1	103	107	98	99
O=C(O)c1ccc(S(=O)(=O)c2ccc3c(c2)C(=O)N(NC(=O)c2ccccc2)C3=O)cc1	0.0	99	102	3	96	103	104	102
C=C1/C=C(\C)C(C)(O)CC(O)CC(=O)C(O)C(O)C(C)CC(C)OC(=O)/C(C)=C/CC/C=C/C(OC)C(O)CC(C)C1 (configuration not stated)	0.1	81	94	-2	117	93	98	95
C[C@@H](NC(=O)C1(c2ccccc2)CCN(C(=O)OC(C)(C)C)CC1)C(=O)N[C@@H](C(=O)O)c1ccccc1	-0.3	90	95	-1	104	99	99	102
COc1cccc(N2CCN(C(=O)c3ccc(CS(=O)Cc4ccccc4Cl)o3)CC2)c1 (configuration not stated)	-0.1	105	101	1	93	95	94	92
O=C(Cn1c2ccc(F)cc2c2nc3n(c(=O)c21)CCS3)NCC1CCCO1 (configuration not stated)	0.0	100	102	2	93	102	106	96
CCOC(=O)c1cnn2c(C(F)F)cc(C3CC3)nc12	-0.1	100	92	-2	97	90	91	94
CN(C)c1ccc(/C=C/c2nc3ccccc3c(=O)n2CCO)cc1	0.0	107	97	8	87	91	87	105
Cc1ccc(Cl)cc1Nc1nc(N2CCOCC2)nc(N2CCOCC2)n1	0.1	94	101	9	98	103	104	98
CC(C)Oc1ccc(S(=O)(=O)N2CCOCC2)cc1NC(=O)C1CCC1	-0.1	101	101	0	94	99	109	99
Nn1c(Cc2cccc3ccccc23)nnc1SCCOc1ccc(Br)cc1	-1.0	108	100	-2	92	122	100	78
COc1cc(NC(=O)c2csc3c2CCCC3)ncn1	-0.1	114	94	6	134	99	99	104
CCN(CC)C(=O)CN1C(=O)c2cccc3cccc(c23)C1=O	-0.1	103	99	2	112	101	103	102
CCc1ccc(OCCCC(=O)Nc2nnc(C3CCCO3)s2)cc1 (configuration not stated)	-0.2	107	102	2	103	96	102	104
CN(C)C(=O)CSc1n[nH]c(=O)n1CCc1ccccc1	0.1	99	103	-1	96	98	102	102
O=C(NCCc1ccccn1)c1cc(C(=O)C2CCCCC2)c[nH]1	0.0	91	97	3	103	101	104	101
O=C(NN=C1CCCC1)c1ccn[nH]1	0.6	90	104	27	96	101	96	103
Cn1c(=O)[nH]c2ccc([N+](=O)[O-])nc21	0.4	105	106	1	82	99	94	100
Cn1nnnc1SCC(=O)Nc1ccccc1N1CCOCC1	0.1	102	92	-1	85	91	nt	94
O=C(NNc1nc(-c2ccc(Cl)cc2)cs1)c1ccco1	0.1	88	108	43	109	91	100	90
O=C(NNc1ncccc1Cl)c1c(Cl)cccc1Cl	0.1	106	103	-3	96	94	99	99
Cn1cc(CN(CCCN2CCOCC2)C(=S)Nc2cccc(Cl)c2)c2ccccc21	-0.9	91	97	6	89	94	96	94
CN(CC(=O)Nc1ccccc1Br)C(=O)COc1cccc2c1OC(C)(C)C2	0.0	97	104	2	109	108	111	100
Cc1cc(NC(=O)C(C)SCC(=O)Nc2nc3c(F)cc(F)cc3s2)no1 (configuration not stated)	0.3	104	101	31	98	92	99	100
Cc1ccccc1/C=N/Nc1nc2ccccc2c(=O)n1O	-0.1	94	96	4	108	95	107	97
CCOC(=O)C1=C(C)NC2=C(C(=O)OC2)C1c1ccccc1 (configuration not stated)	0.2	88	97	1	105	91	99	99
COc1ccc2oc(C(=O)OCC(=O)N(Cc3ccccc3)C(C)C)c(C)c2c1	0.0	102	93	0	112	85	95	99
Cc1cc(N2CC(C(=O)NCc3cccnc3)CC2=O)ccc1C(C)C (configuration not stated)	0.1	105	101	4	106	103	106	107
Cc1ccc(C(=O)CC(SCC(=O)O)c2ccc([N+](=O)[O-])cc2)cc1 (configuration not stated)	-0.1	94	103	4	106	95	99	97
Cn1ncc2c(N3CCOCC3)ncnc21	0.0	105	97	0	103	105	100	103
Cc1cc(C)cc(C(=O)Nc2cccc(NC(=O)c3ccco3)c2)c1	0.7	116	113	nt	111	105	95	111
CN(C)c1ccc(/C=N/NC(=O)CCc2nc3ccccc3[nH]2)cc1	-0.1	92	97	12	101	96	101	92
Cc1nc(NS(=O)(=O)c2ccccc2)sc1NC(=O)Nc1ccc(Cl)cc1	0.0	91	112	1	105	111	106	114

Nothing new here: 13 of the compounds above.
SMILES	Efflux pump inh	CR mimetic SO	RPL19A-GFP yeast	AHR act	LAP4-GFP MLPCN	CIT2 TOR yeast	AGP1 TOR yeast	MEP2 TOR yeast
O=C(NNc1ncccc1Cl)c1c(Cl)cccc1Cl	0.1	106	103	-3	96	94	99	99
Cn1cc(CN(CCCN2CCOCC2)C(=S)Nc2cccc(Cl)c2)c2ccccc21	-0.9	91	97	6	89	94	96	94
CN(CC(=O)Nc1ccccc1Br)C(=O)COc1cccc2c1OC(C)(C)C2	0.0	97	104	2	109	108	111	100
Cc1cc(NC(=O)C(C)SCC(=O)Nc2nc3c(F)cc(F)cc3s2)no1 (configuration not stated)	0.3	104	101	31	98	92	99	100
Cc1ccccc1/C=N/Nc1nc2ccccc2c(=O)n1O	-0.1	94	96	4	108	95	107	97
CCOC(=O)C1=C(C)NC2=C(C(=O)OC2)C1c1ccccc1 (configuration not stated)	0.2	88	97	1	105	91	99	99
COc1ccc2oc(C(=O)OCC(=O)N(Cc3ccccc3)C(C)C)c(C)c2c1	0.0	102	93	0	112	85	95	99
Cc1cc(N2CC(C(=O)NCc3cccnc3)CC2=O)ccc1C(C)C (configuration not stated)	0.1	105	101	4	106	103	106	107
Cc1ccc(C(=O)CC(SCC(=O)O)c2ccc([N+](=O)[O-])cc2)cc1 (configuration not stated)	-0.1	94	103	4	106	95	99	97
Cn1ncc2c(N3CCOCC3)ncnc21	0.0	105	97	0	103	105	100	103
Cc1cc(C)cc(C(=O)Nc2cccc(NC(=O)c3ccco3)c2)c1	0.7	116	113	nt	111	105	95	111
CN(C)c1ccc(/C=N/NC(=O)CCc2nc3ccccc3[nH]2)cc1	-0.1	92	97	12	101	96	101	92
Cc1nc(NS(=O)(=O)c2ccccc2)sc1NC(=O)Nc1ccc(Cl)cc1	0.0	91	112	1	105	111	106	114

(list continues)
SMILES	Efflux pump inh	CR mimetic SO	RPL19A-GFP yeast	AHR act	LAP4-GFP MLPCN	CIT2 TOR yeast	AGP1 TOR yeast	MEP2 TOR yeast
CC(C)(C)NC(=O)c1ccc2c(c1)C(=O)N(C1CCCCC1)C2=O	-0.1	100	99	4	96	102	99	94
COc1ccc(NC(=O)CSc2ccc3nnc(-c4ccccn4)n3n2)cc1OC	0.2	98	96	0	100	100	103	95
COc1ccc(OC)c(NC(=O)COC(=O)CCc2nc3ccccc3c(=O)[nH]2)c1	0.2	106	99	3	104	102	102	97
CCOC(=O)c1ccc(NC(=O)CCC2COc3ccccc3O2)cc1 (configuration not stated)	-0.1	78	105	-2	118	97	106	102
O=c1oc2ccccc2c(Nc2cccc3cccnc23)c1[N+](=O)[O-]	0.3	119	95	57*	105	97	91	95
Cc1nc(SCC(=O)Nc2cc(Cl)ccc2[N+](=O)[O-])nc(C)c1C	1.4	109	97	18	92	90	91	100
CCOc1ccc(NC(=O)c2ccc3snnc3c2)cc1	-0.1	96	93	-2	97	98	87	87
Nc1nc(SCC(=O)C23CC4CC(CC(C4)C2)C3)n[nH]1	-0.2	112	98	-1	95	105	100	102
O=[N+]([O-])c1ccc(S(=O)(=O)NCC2COc3ccccc3O2)cc1 (configuration not stated)	0.2	115	100	2	108	101	101	105
O=C(COc1ccccc1F)NNC(=O)c1cccc(-n2cccc2)c1	3.1	119	99	10	90	87	92	99
O=C(Nc1nnc(-c2ccc(F)cc2)s1)c1c(F)cccc1Cl	0.0	106	92	-1	103	90	91	93
CCOc1ccc(NC(=O)COC(=O)CCN2C(=O)C3CC=CCC3C2=O)cc1OCC (configuration not stated)	0.0	94	97	2	102	105	111	103
Cc1csc(SCC(=O)NC2CCCC2)n1	-0.2	93	93	-1	93	94	92	92
COc1ccc(S(=O)(=O)N2CCOCC2)cc1C(=O)NCc1ccccc1CN1CCCC1	0.0	87	105	0	108	99	111	99
CC(=O)N/N=C(\C)C1COc2ccccc2O1 (configuration not stated)	-0.2	94	96	0	106	106	106	91
CCCCC(CC)CNC(=O)c1cc2ccccc2c(=O)o1 (configuration not stated)	0.0	80	108	2	116	81	101	145
Cc1ccc(C(=O)NC2CCS(=O)(=O)C2)cc1S(=O)(=O)N1CCCC1 (configuration not stated)	0.0	97	106	5	92	99	105	92
CC(C)c1nc(SCC(=O)NCc2ccccc2)n[nH]1	-0.1	96	98	4	97	91	100	97
